# Screening results deposited in PubChem BioAssay by The Scripps Research Institute Molecular Screening Center.
# GSTO1 counter: blocks human GSTO1 in RBBP9 counter-screen | recombinant GSTO1, activity-based probe fluorescence polarization | inhibition, % at 5.96 µM | 300,000 tested, 1.1% active | AID 1974;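 active = inhibition above the campaign mean inhibition plus 3 SD, cut at about 35% in these data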;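 note: 0% = GSTO1-1 with DMSO and 100% = wells lacking GSTO1-1 enzyme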
# pPAFAH inh: inhibitors of human plasma PAF acetylhydrolase (pPAFAH) | recombinant pPAFAH, FP-rhodamine probe fluorescence polarization | AID 463082 | inhibition, % at 3.39 µM | 330,000 tested, 1.5% active | Q13093;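 active = inhibition above the mean inhibition across the screen plus 3 SD, cut at about 25% in these data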;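 note: inhibitors block binding of the rhodamine activity-based probe so polarization drops; 0% = enzyme with DMSO and 100% = wells lacking pPAFAH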
# PME-1 inh: PME-1 (human) inhibition; 320,000 tested, 0.53% active; AID 2130; recombinant PME-1, FP-Rh probe fluorescence polarization; inhibition, % at 5.9 µM;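 active = inhibition above the campaign mean of all compounds plus 3 SD, cut at about 26% in these data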;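 note: competitive labeling of PME-1 active site by serine hydrolase directed probe; 0% = PME-1 with DMSO and 100% = wells lacking PME-1 enzyme; inhibitors block probe labeling so polarization falls and inhibition rises; many of its hits are not listed in these tables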
# PAFAH2 FP inh: PAFAH2 (human) inhibition; recombinant PAFAH2, FP-rhodamine activity probe, fluorescence polarization; inhibition, % at 3.39 µM; 340,000 tested, 0.99% active;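 active = inhibition above the mean over all tested compounds plus 3 SD, cut at about 30% in these data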;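 note: inhibitors block probe labeling of enzyme so polarization drops; 0% = enzyme with DMSO and 100% = wells lacking PAFAH2 protein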
# PAFAH1B3 FP inh: inhibitors of human PAFAH1B3 | 340,000 tested, 0.28% active | inhibition, % at 3.39 µM | Q15102 | recombinant PAFAH1B3, FP-rhodamine probe, fluorescence polarization;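 active = inhibition above the screen-wide average of all tested compounds plus 3 SD, cut at about 25% in these data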;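 note: 0% = enzyme with DMSO only and 100% = wells lacking PAFAH1B3 protein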
# Target sequence (Q15102 whole entry, looked up): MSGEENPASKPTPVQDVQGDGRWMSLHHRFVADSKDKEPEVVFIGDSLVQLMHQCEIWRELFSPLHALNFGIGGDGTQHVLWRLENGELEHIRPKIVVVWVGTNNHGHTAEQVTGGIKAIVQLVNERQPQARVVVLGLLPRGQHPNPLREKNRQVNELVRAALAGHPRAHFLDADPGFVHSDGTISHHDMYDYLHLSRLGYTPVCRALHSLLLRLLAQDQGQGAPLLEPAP
# LYPLA1 inh: blocks human lysophospholipase 1, a PME1 counter-screen | inhibition, % at 5.9 µM | O75608 | recombinant LYPLA1, FP-Rh probe fluorescence polarization | 320,000 tested, 0.16% active;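 active = inhibition above the mean of all tested compounds plus 3 SD, set per campaign, cut at about 14% in these data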;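 note: inhibitors block serine hydrolase probe labeling of LYPLA1 so polarization falls; 0% = enzyme with DMSO and 100% = wells lacking LYPLA1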
# Fam108B inh: Fam108B inhibition, counter-screen for RBBP9 inhibitors; inhibition, % at 9.51 µM; 300,000 tested, 0.33% active; recombinant Fam108B, FP-Rh probe fluorescence polarization;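 active = inhibition above the screen mean inhibition plus 3 SD, computed separately per campaign, cut at about 18% in these data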;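 note: inhibitors lower polarization as less probe binds the enzyme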
# PAFAH1B2 FP inh: inhibitors of human PAFAH1B2; P68402; recombinant PAFAH1B2, FP-rhodamine activity probe, fluorescence polarization; inhibition, % at 3.39 µM; 340,000 tested, 1.2% active;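 active = inhibition above the mean of all tested compounds plus 3 SD, cut at about 24% in these data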;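 note: 0% = enzyme with DMSO and 100% = wells lacking PAFAH1B2; many of its hits are not listed in these tables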
# PAD4 inh: blocks human protein arginine deiminase 4 | inhibition, % at 6.36 µM | AID 485272 | 330,000 tested, 0.41% active | Q9UM07 | recombinant PAD4, RCA probe fluorescence polarization;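 active = percent inhibition above a cutoff equal to the mean of all tested compounds plus 3 SD, cut at about 15% in these data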;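 note: 0% = PAD4 with RCA probe and DMSO and 100% = probe without PAD4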
# Target sequence (Q9UM07 whole entry, looked up): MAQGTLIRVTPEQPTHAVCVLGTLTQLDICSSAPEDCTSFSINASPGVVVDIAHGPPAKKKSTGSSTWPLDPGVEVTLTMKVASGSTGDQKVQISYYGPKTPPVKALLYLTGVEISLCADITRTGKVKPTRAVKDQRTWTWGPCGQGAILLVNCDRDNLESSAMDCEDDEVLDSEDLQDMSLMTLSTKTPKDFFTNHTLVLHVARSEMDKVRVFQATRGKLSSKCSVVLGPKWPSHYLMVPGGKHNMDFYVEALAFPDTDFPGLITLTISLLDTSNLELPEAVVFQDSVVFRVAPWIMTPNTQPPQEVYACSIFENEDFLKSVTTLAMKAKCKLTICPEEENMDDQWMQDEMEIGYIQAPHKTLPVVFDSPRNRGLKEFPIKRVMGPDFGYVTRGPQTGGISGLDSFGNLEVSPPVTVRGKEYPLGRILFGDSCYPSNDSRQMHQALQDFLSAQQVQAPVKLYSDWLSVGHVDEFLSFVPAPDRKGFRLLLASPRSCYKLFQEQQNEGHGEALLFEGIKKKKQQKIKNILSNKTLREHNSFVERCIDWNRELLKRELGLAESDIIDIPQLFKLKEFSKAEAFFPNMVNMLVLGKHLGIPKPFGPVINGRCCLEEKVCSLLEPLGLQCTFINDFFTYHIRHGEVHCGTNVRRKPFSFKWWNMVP
# * = called active by the depositor; nt = no result given. The list is partial. The share of hits here may be higher or lower than overall.
SMILES,GSTO1 counter,pPAFAH inh,PME-1 inh,PAFAH2 FP inh,PAFAH1B3 FP inh,LYPLA1 inh,Fam108B inh,PAFAH1B2 FP inh,PAD4 inh
O=C(COC(=O)C1CC1)Nc1ccc(Cl)cc1Cl,nt,9,3,64*,13,1,nt,4,6
COc1cccc([C@@H]2CC=C(C(=O)O)[C@H](c3ccccc3F)N2S(=O)(=O)c2ccc(C)cc2)c1,-2,1,2,-9,17,-4,0,9,-4
O=C(CCC1CCCN(Cc2cccc3c2OCO3)C1)NCc1ccc(F)c(F)c1 (centres undefined),-3,0,2,-8,10,-1,3,-5,-2
Cc1nnc(SCC(=O)N2CCCCC2)s1,1,-4,-2,9,-4,-4,-2,2,-1
O=C(N/N=C/c1cccc(Br)c1)c1ccc(N2CCCC2=O)cc1,-7,0,1,4,-5,-21,1,2,-2
Cc1ccc(S(=O)(=O)N(C)C)cc1NC(=O)COC(=O)C1COc2ccccc2O1 (centres undefined),1,6,-4,-1,8,0,-2,5,-1
O=C(c1cccnc1)N1c2ccccc2Sc2ccccc21,3,2,-1,nt,nt,5,-4,nt,-6
O=c1c2ccccc2nc(SCc2ccc([N+](=O)[O-])cc2)n1CCCO,2,-3,12,-1,1,-3,1,1,-1
O=C(COC(=O)CCNS(=O)(=O)c1ccccc1)NNC(=O)c1ccccc1,1,21,-3,3,3,1,-6,3,-2
Cc1cc(C)cc(-n2nnc(C(=O)NCc3ccco3)c2N)c1,5,9,1,6,7,4,-1,6,2
Cc1c(NC(=O)c2ccc(Cl)nc2)cccc1-c1nc2cccnc2s1,-3,3,-5,-6,-2,0,-2,0,-4
CC(Sc1nnc(COc2ccc([N+](=O)[O-])cc2)n1-c1ccccc1)C(=O)O (centres undefined),-7,6,-5,2,4,0,0,7,-2
COc1cccc(-c2nnc(-c3ccc(C(F)(F)F)cc3)o2)c1,1,4,-13,1,1,-7,-3,3,-1
CCC(Sc1ccc2nnc(-c3ccc(F)cc3)n2n1)C(=O)OC (centres undefined),4,-2,10,8,-6,0,4,-5,-1
CCN(CC)S(=O)(=O)c1ccc(NC(=O)COc2cccc(-n3cnnn3)c2)cc1,nt,2,nt,3,4,nt,nt,-1,-2
CCN(CC)CCNC(=O)c1cn(C)c2ccc(S(=O)(=O)N(C)C3CCCCC3)cc2c1=O,0,5,8,6,11,4,-1,0,0
CCN(c1cccc(C)c1)C(C(=O)Nc1ccc(OC)cc1)c1cc2c(cc1[N+](=O)[O-])OCO2 (centres undefined),2,1,7,-9,6,-2,4,-3,-4
CCCS(=O)(=O)N1CCC(C(=O)Oc2ccc(OC)cc2)CC1,2,4,2,6,1,-2,0,0,-6
CCOc1ccc(S(=O)(=O)N2CCC(C(=O)N3CCOCC3)CC2)cc1C,6,2,4,-3,2,1,4,-7,2
Cc1ccc(C(=O)Nc2ccccc2SCC2CSc3nc4ccccc4c(=O)n32)cc1 (centres undefined),1,4,-1,4,3,-2,-1,-1,1
COCCNC(=O)COC(=O)c1nsc(Cl)c1Cl,1,15,5,-7,5,6,3,3,-5
O=C(COc1ccccc1)N1CCN(S(=O)(=O)Cc2ccccc2)CC1,8,7,-1,9,-2,-2,-1,-1,-5
CSc1ccccc1NC(=O)CN(C)C(=O)c1ccc2c(c1)OCCO2,-7,-5,-8,2,5,-2,-7,1,-3
CCOCCCn1c(=NC(=O)c2ccc(OC)c(OC)c2)c(C#N)cc2c(=O)n3cccc(C)c3nc21,1,6,0,nt,nt,2,-3,nt,-7
Cc1ccc(NC(=O)/C(C#N)=C/c2ccc(C)s2)c(C)c1,-30,-8,-55,-55,-33,-32,-36,-27,-22
COC(=O)C1C(=O)c2c([nH]c(C(=O)OCCSC)c2C)CC1C (centres undefined),1,1,5,1,4,0,0,-1,-3
CCOC(=O)c1ccc(NC(=O)NCCc2ccccc2OC)cc1,-4,-5,0,4,6,-8,-3,-1,-4
O=C(CCN1C(=O)c2ccccc2C1=O)C1=NN[C@@H]2C(=O)N(c3cccc(F)c3)C(=O)[C@H]12,-2,3,-2,-1,5,-1,2,2,0
CCCC(=O)Oc1cccc(C2NC(=O)c3ccccc3O2)c1 (centres undefined),6,1,2,1,14,2,3,1,-1
O=C1OC(N2CCN(C(=O)C3CCCO3)CC2)c2ccccc21 (centres undefined),2,2,8,-4,7,-2,2,4,3

# Profiles from above.
# Listed for Cc1ccc(C(=O)Nc2ccccc2SCC2CSc3nc4ccccc4c(=O)n32)cc1 (centres undefined) : GSTO1 counter: 1; pPAFAH inh: 4; PME-1 inh: -1; PAFAH2 FP inh: 4; PAFAH1B3 FP inh: 3; LYPLA1 inh: -2; Fam108B inh: -1; PAFAH1B2 FP inh: -1; PAD4 inh: 1
# Listed for CCOCCCn1c(=NC(=O)c2ccc(OC)c(OC)c2)c(C#N)cc2c(=O)n3cccc(C)c3nc21 : GSTO1 counter: 1; pPAFAH inh: 6; PME-1 inh: 0; PAFAH2 FP inh: nt; PAFAH1B3 FP inh: nt; LYPLA1 inh: 2; Fam108B inh: -3; PAFAH1B2 FP inh: nt; PAD4 inh: -7

# A draw from above in order of SMILES length, falling.
SMILES,GSTO1 counter,pPAFAH inh,PME-1 inh,PAFAH2 FP inh,PAFAH1B3 FP inh,LYPLA1 inh,Fam108B inh,PAFAH1B2 FP inh,PAD4 inh
O=C(CCN1C(=O)c2ccccc2C1=O)C1=NN[C@@H]2C(=O)N(c3cccc(F)c3)C(=O)[C@H]12,-2,3,-2,-1,5,-1,2,2,0
COC(=O)C1C(=O)c2c([nH]c(C(=O)OCCSC)c2C)CC1C (centres undefined),1,1,5,1,4,0,0,-1,-3
O=C1OC(N2CCN(C(=O)C3CCCO3)CC2)c2ccccc21 (centres undefined),2,2,8,-4,7,-2,2,4,3
CCCC(=O)Oc1cccc(C2NC(=O)c3ccccc3O2)c1 (centres undefined),6,1,2,1,14,2,3,1,-1

# (listing goes on)
SMILES,GSTO1 counter,pPAFAH inh,PME-1 inh,PAFAH2 FP inh,PAFAH1B3 FP inh,LYPLA1 inh,Fam108B inh,PAFAH1B2 FP inh,PAD4 inh
Cn1c(=O)c(=O)n(C)c2cc(S(=O)(=O)CCC(=O)N3CCOCC3)ccc21,-5,-2,4,4,0,0,4,4,-4
COC(=O)CCC(=O)NNC(=O)c1ccc([N+](=O)[O-])cc1,8,0,-4,1,6,1,2,-1,-5
CCc1nnc(NC(=O)C2=CCN(S(=O)(=O)c3ccccc3)CC2)s1,-10,2,2,7,2,-1,0,16,-8
CCOc1ccccc1N1CC(C(=O)NNC(=O)c2cc(OC)c(OC)c(OC)c2)CC1=O (centres undefined),nt,0,-3,4,8,-1,nt,-1,-2
COc1ccc2cnn(-c3ccc(OC(F)(F)F)cc3)c(=O)c2c1OC,7,3,-6,4,6,-2,-3,2,1
COc1ccc(S(=O)(=O)N2CCCCC2)cc1C(=O)Nc1cc(C)on1,2,2,-7,7,-2,-2,0,0,-3
COc1ccc(N=Nc2c(C)[nH]c3ccccc23)cc1,7,13,14,13,3,-7,5,-1,-6
CCc1ccc2c(CN3CCc4ccccc43)cc(=O)oc2c1,7,9,1,15,3,-2,3,5,-5
Cc1ccc(NCc2nnc(SCC(=O)NNC(=O)Cc3ccccc3)n2C)cc1,2,8,2,8,9,-1,4,2,5
CCOc1cccc(CNCCSc2nnnn2C)c1,0,-6,2,-1,4,0,-1,2,2
Cc1ccc(C2C(N)C(=O)N2c2ccc(C)cc2)cc1 (centres undefined),-5,-1,-11,17,0,-4,0,2,-3
CCOC(=O)c1sc(C)c(C(=O)NCC(C)(C)CN(C)C)c1N,2,-2,4,1,11,0,-7,10,-4
CC(C)(C)c1ccc(C2(C)NC(=O)NC2=O)cc1 (centres undefined),5,9,-8,0,1,2,0,3,0
COC(=O)c1sccc1NC(=O)CSc1nnnn1-c1ccccc1F,8,2,-2,7,3,1,-1,2,-6
CC(C)NC(=O)N(C)C[C@@H]1Oc2c(NC(=O)C3CCOCC3)cccc2C(=O)N([C@@H](C)CO)C[C@H]1C,nt,2,nt,-1,7,nt,nt,2,-3

# In a second layout: results already given.
Structure	GSTO1 counter	pPAFAH inh	PME-1 inh	PAFAH2 FP inh	PAFAH1B3 FP inh	LYPLA1 inh	Fam108B inh	PAFAH1B2 FP inh	PAD4 inh
CCc1nnc(NC(=O)C2=CCN(S(=O)(=O)c3ccccc3)CC2)s1	-10	2	2	7	2	-1	0	16	-8
CC(C)NC(=O)N(C)C[C@@H]1Oc2c(NC(=O)C3CCOCC3)cccc2C(=O)N([C@@H](C)CO)C[C@H]1C	nt	2	nt	-1	7	nt	nt	2	-3
COC(=O)c1sccc1NC(=O)CSc1nnnn1-c1ccccc1F	8	2	-2	7	3	1	-1	2	-6
COc1ccc(S(=O)(=O)N2CCCCC2)cc1C(=O)Nc1cc(C)on1	2	2	-7	7	-2	-2	0	0	-3

# Remaining list, next part
SMILES,GSTO1 counter,pPAFAH inh,PME-1 inh,PAFAH2 FP inh,PAFAH1B3 FP inh,LYPLA1 inh,Fam108B inh,PAFAH1B2 FP inh,PAD4 inh
CCCCOC(=O)Nc1nnc(/C=C/c2ccc(OC)cc2)s1,-2,0,-11,7,13,1,1,3,2
CN1CCCC1CCNC1C2CC3CC(C2)CC1C3 (centres undefined),5,4,8,-4,-4,4,-5,2,1
CC1CCc2sc(-c3n[nH]c(=S)o3)cc2C1 (centres undefined),0,6,8,3,9,2,0,5,-2
Cc1nnc(NC(=O)C2C3C=CC(O3)C2C(=O)O)s1 (centres undefined),4,1,-5,nt,nt,-2,3,nt,1
O=C(CSc1nnc(-c2ccccc2)o1)N1CCN(c2ccccc2)CC1,-3,0,0,-4,3,2,-4,4,-9
C[C@H](CO)N1C[C@H](C)[C@@H](CN(C)Cc2ccc(Cl)c(Cl)c2)Oc2c(NS(=O)(=O)c3ccc(F)cc3)cccc2C1=O,nt,2,nt,-2,5,nt,nt,-3,0
N=C1/C(=C/c2cccn2-c2ccc([N+](=O)[O-])cc2)C(=O)N=C2SC=CN12,-1,20,-12,-2,-3,-4,-7,-5,-3
O=C1c2cccc3cccc(c23)C(=O)N1Cc1cccnc1,-1,2,1,1,3,-1,3,2,1
CCN1C(=O)[C@H]2[C@@H](c3ccc(-c4ccc(OC)cc4)c(OC)c3)N[C@@](CC(C)C)(C(=O)OC)[C@H]2C1=O,nt,5,nt,3,14,nt,nt,0,-2
COc1ccc(-c2csc3ncnc(NCCO)c23)cc1,6,-3,5,-7,10,2,-2,0,3
O=C(Nc1ccccc1C(=O)NCc1ccccc1)c1ccco1,-1,-2,-3,2,5,-1,-2,-2,-4
CC(OC(=O)Cc1n[nH]c(=O)c2ccccc12)C(=O)Nc1ccc(Cl)cn1 (centres undefined),1,2,6,5,8,-2,0,-1,-2
CC1CC(Nc2cccc(O)c2)=CC(=O)O1 (centres undefined),2,-7,-10,-3,3,2,-3,3,2
O=S(=O)(c1ccc(Cl)s1)N1CCN(c2ncccn2)CC1,14,4,9,2,3,1,6,11,-4
CNC(=O)CNC(=O)Nc1ccc(Cl)c(Cl)c1,-4,3,-2,8,9,-2,-1,6,-1
C/C(=N/NC(=O)c1cc2ccccc2cc1O)c1ccco1,11,40*,0,-7,15,-4,7,5,-1
